# Compound activity: PubChem, The Scripps Research Institute Molecular Screening Center
# GPR151 ag: human GPR151 activation; PathHunter beta-arrestin GPR151 cells, luminescence; activation, % at 11.2 µM; actives 1% (n = 650,000); in the data active = activation above about 4.9%;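 note: 0% = median of compound wells and 100% = cells with positive control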
# Target sequence (Q8TDV0 whole entry, looked up): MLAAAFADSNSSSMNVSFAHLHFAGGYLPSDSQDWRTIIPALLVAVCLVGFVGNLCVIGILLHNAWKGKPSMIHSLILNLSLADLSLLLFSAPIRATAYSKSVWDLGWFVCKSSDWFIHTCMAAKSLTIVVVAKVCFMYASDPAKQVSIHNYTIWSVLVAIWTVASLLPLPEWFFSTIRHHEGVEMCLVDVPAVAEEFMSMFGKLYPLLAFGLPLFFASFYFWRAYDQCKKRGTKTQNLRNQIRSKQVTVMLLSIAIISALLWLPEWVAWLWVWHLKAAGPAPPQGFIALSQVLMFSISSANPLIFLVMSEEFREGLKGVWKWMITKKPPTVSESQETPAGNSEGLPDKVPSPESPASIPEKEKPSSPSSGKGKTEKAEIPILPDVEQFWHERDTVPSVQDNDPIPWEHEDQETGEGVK
# MITF primary: human MITF inhibition, primary screen. actives 0.91% (n = 650,000). O75030. AlphaScreen MITF homodimerization, bead proximity signal. AID 1259374. inhibition, % at 2.6 µM; in the data active = inhibition above about 50%;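 note: 0% = vehicle wells with protein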
# Target sequence (O75030 whole entry, looked up): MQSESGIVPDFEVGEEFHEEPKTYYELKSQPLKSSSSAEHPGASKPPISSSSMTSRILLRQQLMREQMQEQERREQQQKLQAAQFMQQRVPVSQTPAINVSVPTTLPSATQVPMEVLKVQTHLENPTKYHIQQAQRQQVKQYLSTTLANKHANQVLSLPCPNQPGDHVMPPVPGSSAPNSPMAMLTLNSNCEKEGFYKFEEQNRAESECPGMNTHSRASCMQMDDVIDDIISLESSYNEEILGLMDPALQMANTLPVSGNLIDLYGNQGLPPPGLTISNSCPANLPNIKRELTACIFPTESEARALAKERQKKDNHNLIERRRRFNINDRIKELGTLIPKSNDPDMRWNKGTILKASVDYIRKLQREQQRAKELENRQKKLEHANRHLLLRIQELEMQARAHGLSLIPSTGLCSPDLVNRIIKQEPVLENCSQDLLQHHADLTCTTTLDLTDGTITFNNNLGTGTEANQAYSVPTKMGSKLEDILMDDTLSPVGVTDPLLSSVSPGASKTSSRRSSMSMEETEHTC
# TEAD-YAP block: TEAD-YAP interaction inhibition; actives 1.4% (n = 640,000); inhibition, % at 9.12 µM; AID 1259422; HEK-TIYL cells, TEAD-Gal4/YAP UAS-luciferase luminescence; in the data active = inhibition above about 32%;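 note: 0% = median of test compound wells and 100% = reference inhibitor wells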
# FBW7 act: activators of human E3 ligase FBW7; AlphaScreen FBW7–phospho-cyclin E peptide binding, activator screen; actives 0.13% (n = 650,000); Q969H0; normalized activity (activation), % at 26.1 µM; in the data active = normalized activity above about 1.9%;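 note: purified mutant Fbw7 with reduced substrate affinity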
# Starred values were filed as active, the others as inactive.
cpd	mol	TEAD-YAP block	GPR151 ag	MITF primary	FBW7 act
1	COc1ccc(/C=C/C(=O)Nc2scc(-c3cccs3)c2C(=O)O)cc1OC	-4	-1.0	5	0.1
2	CCOC(=O)c1sc(NC(=O)CCCOc2cccc(C)c2)nc1C	-1	-1.0	10	0.0
3	O=C1NC(c2ccccc2)(c2ccccc2)C(=O)N1Cc1cc([N+](=O)[O-])cc2c1OCOC2	5	-1.0	-18	-0.1
4	O=C(CSc1nc2ccccc2n1S(=O)(=O)c1ccc(Cl)cc1)NCCc1ccccc1	0	-0.3	9	0.1
5	COc1ccc(CNc2nccn3c(-c4ccc(CO)cc4)cnc23)cc1	-11	-0.3	-8	-0.5
6	O=C(CSc1ccc2nc(-c3ccccc3)cn2n1)Nc1ccc(Cl)cc1	-42	-0.8	3	0.2
7	Cc1ccc(Cn2c(=N)n(CC(O)c3ccc(Cl)c(Cl)c3)c3ccccc32)cc1 (stereo not given)	-12	-0.8	-3	0.1
8	O=C(NN1C(=O)c2ccccc2C1=O)C(O)c1ccccc1 (stereo not given)	0	0.7	37	-0.1
9	COc1ccc(C(=O)CCC(=O)NC2CCCCCCC2)cc1	9	0.0	9	0.0
10	COc1cccc(OC)c1C(=O)N1CCN(c2ccccn2)CC1	0	-1.3	-4	-0.2
11	N#CC1(C#N)COC23CCCCC2C1(C#N)C(=N)O3 (stereo not given)	4	0.1	-2	0.0
12	CCCc1cc(=O)[nH]c(SCC(=O)N(C)C2CCCCC2)n1	-1	1.0	1	0.0
13	CSc1nc2n(n1)C(c1ccccc1)/C(=N/O)C(C)=N2 (stereo not given)	5	0.4	11	0.4
14	CCOC(=O)CN1CC23C=CC(O2)C(C(=O)N2CCN(c4ccc(F)cc4)CC2)C3C1=O (stereo not given)	-7	1.0	-5	-0.2
15	Cc1cc(C)n2nc(SCC(=O)NC(=O)Nc3ccc4c(c3)OCCO4)nc2n1	-8	-1.2	-5	-0.3
16	Cc1ccc(N2C(=O)/C(=C/c3ccc(-c4cc(Cl)ccc4Cl)o3)C=C2c2ccccc2)cc1[N+](=O)[O-]	-1	2.2	-5	-0.1
17	O=C(Cn1cc2c(n1)CCCCC2)N1CCc2ccccc2C1	7	-1.0	2	0.1
18	Cc1ccc(Cn2nnc3c(SCc4ccccn4)ncnc32)cc1	-10	0.3	8	0.0
19	Fc1ccc(Nc2nc(-c3ccccc3Cl)nc3ccccc23)cc1Cl	10	1.9	3	0.0
20	Cc1cccc(C)c1N=Cc1c(C)[nH]n(-c2cccc(Cl)c2)c1=O	0	-3.0	9	-0.3
21	O=c1c(NCCCN2CCN(C3CCCCC3)CC2)c(-c2ccccc2)c1=O	1	-1.6	16	0.4
22	CN(Cc1ccco1)S(=O)(=O)c1ccc2c(c1)CCN2C(=O)CCC(=O)O	8	0.0	10	0.0
23	S=C(c1cc(Br)c(OCc2ccccc2)c(Br)c1)N1CCCCC1	-8	-0.3	23	0.3
24	Nc1cccc(-c2ncc(C(=O)Nc3ccc(Oc4ccccc4)cc3)s2)c1	0	-0.3	7	-0.1
25	C=Cc1ccc(COc2cc3oc(=O)cc(-c4ccccc4)c3cc2CC)cc1	10	-0.2	-2	-0.2
26	O=C(CCCCCn1c(=S)[nH]c2ccccc2c1=O)N1CCCCCC1	4	0.0	0	-0.1
27	Cc1ccc(Cl)cc1N1CCN(C(=O)CN(CCc2ccccc2)S(C)(=O)=O)CC1	0	1.0	-6	0.0
28	CC(=O)N[C@@H](C)C(=O)NCC1Cc2cc(C)cc(-c3nc4ccccc4s3)c2O1 (stereo not given in full)	-2	0.0	-4	0.1
29	O=C(/C=C/c1ccc(Br)cc1)NCc1ccco1	-31	-0.1	0	0.0
30	CN(C)c1ccc(C2CC(c3cccs3)=NN2C=O)cc1 (stereo not given)	0	0.9	19	0.1

# A draw from above in order of molecular weight, smallest number first.
cpd	mol	TEAD-YAP block	GPR151 ag	MITF primary	FBW7 act
13	CSc1nc2n(n1)C(c1ccccc1)/C(=N/O)C(C)=N2 (stereo not given)	5	0.4	11	0.4
8	O=C(NN1C(=O)c2ccccc2C1=O)C(O)c1ccccc1 (stereo not given)	0	0.7	37	-0.1
30	CN(C)c1ccc(C2CC(c3cccs3)=NN2C=O)cc1 (stereo not given)	0	0.9	19	0.1
9	COc1ccc(C(=O)CCC(=O)NC2CCCCCCC2)cc1	9	0.0	9	0.0
18	Cc1ccc(Cn2nnc3c(SCc4ccccn4)ncnc32)cc1	-10	0.3	8	0.0
2	CCOC(=O)c1sc(NC(=O)CCCOc2cccc(C)c2)nc1C	-1	-1.0	10	0.0
22	CN(Cc1ccco1)S(=O)(=O)c1ccc2c(c1)CCN2C(=O)CCC(=O)O	8	0.0	10	0.0
28	CC(=O)N[C@@H](C)C(=O)NCC1Cc2cc(C)cc(-c3nc4ccccc4s3)c2O1 (stereo not given in full)	-2	0.0	-4	0.1
7	Cc1ccc(Cn2c(=N)n(CC(O)c3ccc(Cl)c(Cl)c3)c3ccccc32)cc1 (stereo not given)	-12	-0.8	-3	0.1
3	O=C1NC(c2ccccc2)(c2ccccc2)C(=O)N1Cc1cc([N+](=O)[O-])cc2c1OCOC2	5	-1.0	-18	-0.1
23	S=C(c1cc(Br)c(OCc2ccccc2)c(Br)c1)N1CCCCC1	-8	-0.3	23	0.3
4	O=C(CSc1nc2ccccc2n1S(=O)(=O)c1ccc(Cl)cc1)NCCc1ccccc1	0	-0.3	9	0.1

# (listing goes on)
cpd	mol	TEAD-YAP block	GPR151 ag	MITF primary	FBW7 act
31	Cc1ccc(N=C2NC(=O)CC(C(=O)Nc3ccc(Cl)c(Cl)c3)S2)cc1 (stereo not given)	-3	0.4	-4	0.1
32	O=Cc1ccc(OCC(=O)Nc2ccc(N3CCOCC3)cc2)cc1	2	-1.3	-6	-0.3
33	COc1ccc(S(=O)(=O)NC(N)=NCCc2ccc(OC)c(OC)c2)cc1C	0	1.5	6	1.4
34	CCOC(=O)C1(Cc2cccc(Cl)c2)CCCN(Cc2cnc(N)nc2)C1 (stereo not given)	-4	4.1	-9	-0.2
35	NC(=O)NC(=O)CN1C(=O)NC2(CCCCC2)C1=O	8	-1.7	-5	0.2
36	CC(=O)C1(c2ccccc2)CCN(c2nncc(-c3ccccc3C)n2)CC1	14	-2.5	-1	-0.3
37	COc1cc(OC)c2c(c1)S(=O)(=O)C(c1ccccc1)=C2N	-10	-0.2	-3	0.0
38	COCCn1nnnc1C(c1ccccc1OC)N1CCN(C)CC1 (stereo not given)	-5	-0.8	0	0.0
39	CCOc1ccccc1C(=O)Nc1ccccc1Br	12	2.5	-5	-0.1
40	CCOC(=O)c1c(C)[nH]c(NC(=O)N(CC)CC)c1C	4	-0.3	7	0.8
41	O=C(Nc1cnn(CC(=O)N2CCCC(c3ccccc3)CC2)c1)c1ccc2c(c1)OCO2 (stereo not given)	-3	-0.4	7	0.0
42	COC(=O)CCc1c(C)c(C(=O)c2ccc(F)cc2)c2ccccn12	-11	-1.3	-2	0.0
43	COC(=O)c1ccc(Cl)c(NS(=O)(=O)c2ccc(SC)cc2)c1	21	3.3	-2	0.4
44	COc1ccc(CNC(=O)CCCCCn2c(SCc3ccccc3F)nc3cc4c(cc3c2=O)OCO4)cc1	0	-0.6	5	0.0
45	COC(=O)c1ccc(NC(=O)N2CCC(O)(c3cccnc3)CC2)cc1	9	0.1	8	-0.1
46	Cc1cc(NC(=O)CCC(=O)N(CC(=O)NCC2CCCO2)c2ccccc2)no1 (stereo not given)	3	4.9	12	0.1
47	C=CCNC(=O)COC(=O)CNC(=O)c1ccc(Cl)cc1	-19	0.2	-6	-0.1
48	CCN1C(=O)C(O)(CC(=O)/C=C\c2ccccc2)c2ccccc21 (stereo not given)	8	0.5	-15	0.0
49	O=C(CSc1nc(-c2ccc(Cl)cc2)cs1)NCc1ccco1	-7	-0.3	23	-0.1
50	CCC(C)C(NC(=O)/C(=C\c1ccccc1)NC(=O)c1ccc(C)cc1)C(=O)O (stereo not given)	-2	0.6	15	0.0
51	COc1ccc(C2c3[nH]c4ccccc4c3CCN2C(=O)Cn2cncn2)c(F)c1 (stereo not given)	16	1.0	5	0.0
52	CC1C(=O)NCCN1C(=O)c1nc2ccccc2s1 (stereo not given)	-7	1.7	12	-0.6
53	CCOC(=O)c1c(NC(=O)c2ccncc2)sc2c1CCCCCC2	0	0.8	4	0.0
54	N/C(=N\N=C\c1ccc2c(c1)OCO2)SC1CC(=O)N(c2cccc([N+](=O)[O-])c2)C1=O (stereo not given)	5	-0.5	13	0.1
55	Cc1ccc2nc(-c3ccc(NC(=O)C4CCCN4C(=O)Oc4ccccc4)cc3)sc2c1 (stereo not given)	-21	-0.4	19	0.0
56	COC(=O)c1ccccc1NC(=O)c1cn(-c2ccc(Cl)cc2)c(=O)c2ccccc12	-3	-0.6	-13	-0.2
57	CCCOC(=O)C1=C(C)NC2=C(C(=O)CC(C)(C)C2)C1c1ccccc1OC (stereo not given)	0	-1.7	14	0.3
58	COc1cc(NC(=O)c2c(C(F)(F)F)nc3ccc(C)cn23)cc(OC)c1OC	10	0.1	3	-0.5
59	COc1ccc2oc(C(=O)c3ccc(Cl)cc3)c(N)c2c1	-87	0.3	14	0.6
60	COC(=O)/C=C1\Nc2ccccc2SC1=O	-24	0.5	10	-0.1
61	CCN1/C(=C/c2cc(C)[n+](N3CCN(C)CC3)c(C)c2)Sc2ccccc21	75*	1.9	7	0.2
62	COc1ccc(-c2nc(NCc3ccccc3)c3ncn(CCN4CCCC4=O)c3n2)cc1	8	-0.3	9	0.2
63	Cc1cc2nc(Cc3c(F)cccc3Cl)c(=O)[nH]c2cc1C	11	-1.3	4	0.7
64	Cc1ccccc1Cn1c(=O)n(CC(=O)NCc2ccco2)c(=O)c2sccc21	11	-0.3	2	0.5
65	O=C(NCCc1nnc2n1CCN(Cc1ccco1)CC2)C1CCCCC1	1	-0.4	-15	-0.1
66	Cc1ccc(S(=O)(=O)C(CNC(=O)C(C)C)c2cccs2)cc1 (stereo not given)	1	-1.3	-8	0.2
67	C(=N/Nc1nc(N2CCCC2)nc(N2CCOCC2)n1)/c1ccc(Oc2ccccc2)cc1	11	-0.3	5	-0.1
68	COc1ccc(CN2CCN(C(=O)c3cccc(Cl)c3)CC2)cc1	9	1.3	36	-0.2
69	CC1=C(C(=O)Nc2ccc(C(=O)N3CCCC3)cc2)SCCO1	-7	-5.1	-11	0.1
70	Cc1ccc(-n2[nH]c(C)c(/C=N/c3nn[nH]n3)c2=O)cc1	-9	-2.1	9	0.0
71	COc1ccc(C(=O)NC2CC2)cc1OC1CCN(Cc2ccc(NC(C)=O)cc2)CC1	-3	0.7	5	0.1
72	N#Cc1c(C(F)(F)F)cc(-c2cccs2)nc1SCc1ccc(Br)cc1	-1	0.5	-12	-0.2
73	CCCCOc1ccc(-c2nn(-c3ccccc3)cc2/C=c2\sc3nc(-c4ccc(Br)cc4)nn3c2=O)cc1C	-6	1.2	0	0.0
74	CCOC(=O)C1=C(C)N=c2s/c(=C/c3ccc(OCc4ccc(F)cc4)c(OC)c3)c(=O)n2C1c1ccccc1 (stereo not given)	-8	0.1	7	0.2
75	O=C(c1cccc(Cl)c1)N(Cc1ccncc1)c1nc2c(F)cc(F)cc2s1	-13	-0.2	-12	-0.1
76	CC1SCC(=O)N(CC(=O)Nc2ccc(F)cc2)C1=O (stereo not given)	-5	-1.0	0	0.1
77	Cc1cccc(N2C(N)=C(C#N)C(c3cccs3)C3=C2CCCC3=O)c1 (stereo not given)	-2	-0.9	1	0.0
78	CCOc1ccc(S(=O)(=O)N2CCCC2)cc1C	-7	0.2	1	0.3
79	COc1cc(/C=C2/C(=O)ON=C2C)ccc1OCc1ccccc1F	-18	-2.1	38	-0.1
80	O=C(COc1ccccc1Br)Nn1c(SCC(=O)c2cccc([N+](=O)[O-])c2)nc2ccsc2c1=O	5	1.1	-10	-0.3
81	CC1C(=O)C(C)C(c2ccccc2Cl)NC1c1ccccc1Cl (stereo not given)	-19	3.3	8	0.0
82	O=C(c1ccco1)N(CCO)Cc1cc2cc3c(cc2[nH]c1=O)OCO3	4	-1.0	0	0.1
83	CCOC(=O)C1CCCN(Cc2c(C(=O)OC)nnn2-c2nonc2N)C1 (stereo not given)	12	0.2	11	0.0
84	Cc1nn(C)c(C)c1-c1nc2c(NCCOc3ccccc3)ncnc2n1C(C)C	-8	0.4	30	0.8
85	COc1ccc(/C=C/C(=O)NCCSCc2ccc(Cl)cc2)cc1OC	1	0.4	-8	-0.1
86	CCCNc1nc(Nc2cccc(N(C)C)c2)nc2c1ncn2C(C)C	1	0.4	7	0.3
87	Cc1ccc(-n2[nH]c(=O)c(/C=C3\C=Nc4ccccc43)c2O)cc1	-11	1.6	-2	0.5
88	CCOC(=O)CSc1nc2sc3c(c2c(=O)n1Cc1ccccc1)CCc1ccccc1-3	-3	0.5	8	0.0
89	COCCNc1nc2nonc2nc1N1CCCN(Cc2cccs2)CC1	-6	1.0	-4	-0.3
90	COc1cc(/C=N/NC(=O)c2ccccc2)cc(OC)c1O	-64	-0.8	-15	-0.1
91	Cc1ccccc1CC(=O)N1CCC2(CC1)CC2C(=O)NCCCc1ccncc1 (stereo not given)	13	-0.9	-21	0.2

# Entries of single compounds as entered above.
# Results for O=C(c1ccco1)N(CCO)Cc1cc2cc3c(cc2[nH]c1=O)OCO3 → TEAD-YAP block: 4; GPR151 ag: -1.0; MITF primary: 0; FBW7 act: 0.1
# Results for CC1C(=O)C(C)C(c2ccccc2Cl)NC1c1ccccc1Cl (stereo not given) → TEAD-YAP block: -19; GPR151 ag: 3.3; MITF primary: 8; FBW7 act: 0.0

# The order is random. About 3.4% of those tested had a hit in this group.
